M5 antag: blocks acetylcholine activation of human M5 receptor; P08912; CHO-hM5 cells, Fluo-8 calcium fluorescence, ACh EC80; inhibition, % at 3 µM; 0.59% of 360,000 active;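 active = inhibition above a per-plate cutoff, the mean of that plate's test compounds plus 3 SD, cut at about 27% in these data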;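 also: 0% = acetylcholine EC80 with DMSO and 100% = DMSO without agonist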
Target sequence (P08912 whole entry, looked up): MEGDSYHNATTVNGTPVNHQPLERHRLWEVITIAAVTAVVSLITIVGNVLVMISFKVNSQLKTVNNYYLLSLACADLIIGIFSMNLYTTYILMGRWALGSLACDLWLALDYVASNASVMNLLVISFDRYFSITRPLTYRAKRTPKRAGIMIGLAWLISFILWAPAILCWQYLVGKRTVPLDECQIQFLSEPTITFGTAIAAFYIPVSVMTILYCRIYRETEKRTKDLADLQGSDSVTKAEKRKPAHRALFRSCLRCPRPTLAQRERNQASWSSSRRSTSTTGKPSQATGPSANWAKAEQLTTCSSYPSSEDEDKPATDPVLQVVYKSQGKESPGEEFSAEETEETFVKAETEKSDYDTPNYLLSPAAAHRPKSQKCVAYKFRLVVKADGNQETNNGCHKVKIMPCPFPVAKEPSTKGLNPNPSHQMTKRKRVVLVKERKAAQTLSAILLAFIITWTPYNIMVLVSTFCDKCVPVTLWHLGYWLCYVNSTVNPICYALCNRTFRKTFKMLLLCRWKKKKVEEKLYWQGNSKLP
M4 ag: agonists of human muscarinic M4 receptor (CHRM4). P08173. CHO-K1 hM4/Gqi5, Fluo-8 calcium fluorescence; vehicle 0%, full acetylcholine response 100%. activation, % at 3 µM. 0.14% of 360,000 active;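 active = activation above the run mean over all test wells plus 3 SD, cut at about 32% in these data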;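 also: peak over basal fluorescence ratio per well then scaled between controls; 0% = DMSO wells and 100% = acetylcholine at EC100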
Target sequence (P08173 whole entry, looked up): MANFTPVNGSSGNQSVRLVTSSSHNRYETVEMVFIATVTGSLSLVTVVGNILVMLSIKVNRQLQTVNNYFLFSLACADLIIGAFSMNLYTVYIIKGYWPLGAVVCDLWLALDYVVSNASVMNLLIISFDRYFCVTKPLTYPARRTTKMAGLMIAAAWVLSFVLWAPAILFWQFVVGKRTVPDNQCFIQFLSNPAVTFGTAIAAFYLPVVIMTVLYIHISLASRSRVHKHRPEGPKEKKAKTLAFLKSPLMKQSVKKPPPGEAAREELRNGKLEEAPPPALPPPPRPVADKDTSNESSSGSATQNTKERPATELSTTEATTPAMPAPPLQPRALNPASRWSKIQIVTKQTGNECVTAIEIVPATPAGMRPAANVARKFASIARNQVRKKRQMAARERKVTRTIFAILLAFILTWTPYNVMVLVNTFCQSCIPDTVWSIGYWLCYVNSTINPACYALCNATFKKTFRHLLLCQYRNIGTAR
CHRM4 PAM: CHRM4 positive allosteric modulation. P08173. CHO-K1 hM4/Gqi5, Fluo-8 calcium fluorescence, ACh EC20; 0% = ACh EC20, 100% = maximal ACh. activation, % at 3 µM. 0.4% of 360,000 active;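 active = activation above its plate's cutoff, the mean activation of sample wells plus 3 SD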; also: some results filed as inactive read as strong as hits
CHRM5 PAM: CHRM5 positive allosteric modulation. 0.3% of 360,000 active. AID 624038. activation, % at 3 µM. CHO-K1 hM5, Fluo-8 calcium, ACh EC20 PAM; 0% = ACh EC20, 100% = ACh EC100. P08912;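 active = activation above the run cutoff, the mean activation of all test compounds plus 3 SD, cut at about 18% in these data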
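Assay system: CHO-K1 hM5 cells. Also added: acetylcholine at EC20 concentration, added after compound. Dosing: 3 µM, single dose. Times: compound preincubation 140 s before EC20 acetylcholine addition. Signal: Fluo-8 calcium fluorescence. Measure: % activation relative to EC20 and EC100 ACh responses. Repeats: singlicate, one well per test compound.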
IDE cell inh: inhibitors of human insulin-degrading enzyme in cells. P14735. HEK cells, FAbetaB cleavage, fluorescence polarization. inhibition, % at 5.59 µM. 0.41% of 320,000 active;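 active = percent inhibition above the average of all tested compounds plus 3 SD, set per screening campaign, cut at about 16% in these data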;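 also: IDE supplied by intact live HEK cells; FP after avidin binding of uncleaved biotin substrate so inhibition keeps polarization high; 0% = DMSO wells and 100% = 60 µM reference IDE inhibitor Ii1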
CRFR2-BP ag: CRF-BP/CRF-R2 complex agonism | HEK293 CRF-R2/CRF-BP, calcium dye fluorescence (FLIPR); percent of saturating CRF peptide response | activation, % at 13.2 µM | 0.46% of 350,000 active | AID 588473;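 active = activation of at least 50%, plus an integration ratio under a set limit after plate pattern correction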;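 also: plate controls were neutral control wells without compound for no effect and CRF at EC100 for full effect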
CHRM4 antagonist: CHRM4 antagonism in calcium assay | 0.73% of 360,000 active | P08173 | AID 624125 | inhibition, % at 3 µM | CHO-hM4 cells, ACh EC80, Fluo-8 calcium fluorescence;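 active = inhibition above its plate's cutoff, the mean inhibition of sample wells plus 3 SD, cut at about 27% in these data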;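 also: 0% = acetylcholine EC80 with DMSO and 100% = DMSO without agonist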
CRFR2-BP antag: blocks CRF-induced signaling of the CRF-BP/CRF-R2 complex | HEK293 CRF-R2/CRF-BP, CRF-induced calcium fluorescence | inhibition, % at 11.8 µM | 0.59% of 350,000 active;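 active = inhibition of the ligand-induced calcium signal above about 50% at the single tested concentration, limit read from the data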
M5 ag: agonists of human muscarinic M5 receptor (CHRM5); activation, % at 3 µM; 0.19% of 360,000 active; AID 624037; CHO-K1 hM5 cells, Fluo-8 calcium fluorescence; 0% DMSO wells, 100% maximal acetylcholine response; P08912;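 active = activation above the run's mean over test compounds plus 3 SD, cut at about 23% in these data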;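 also: signal is peak over basal fluorescence ratio across the kinetic read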
* = called active by the depositor; . = not tested or not shown.

SMILES	M5 antag	M4 ag	CHRM4 PAM	CHRM5 PAM	IDE cell inh	CRFR2-BP ag	CHRM4 antagonist	CRFR2-BP antag	M5 ag
C(=NC12CN3CN(CN(C3)C1)C2)c1ccc2c(c1)OCO2	-3.7	0.9	7.3	3.8	6.4	-0.1	9.4	-2.6	-1.9
Cc1cccc(CNc2ncc(-c3cccc([N+](=O)[O-])c3)n2C)c1	-6.2	0.9	-14.7	-2.7	4.1	3.3	3.2	6.4	-11.8
Nc1nc(COC(=O)CCC(=O)c2ccc(Cl)cc2)nc(Nc2ccccc2)n1	9.3	18.4	-5.0	-19.6	-1.0	-1.6	6.9	-20.2	2.2
Cc1cccc(-n2nc([N+](=O)[O-])c(N3CCN(C(=O)c4ccco4)CC3)[n+]2[O-])c1	10.8	2.4	11.3	3.4	1.9	-2.6	-1.6	-11.4	-0.3
CN(C)CCN(Cc1ccccc1)C(=O)C1CCN(c2ncnc3c2nc2n3CCCCC2)CC1	-0.8	1.3	-2.0	-3.4	1.8	-0.3	7.4	9.9	-3.1
COC(=O)c1ccc(CSc2nc(-c3ccccc3)cs2)o1	-1.2	-0.6	-1.5	-1.6	5.0	-1.0	1.9	29.9	-3.3
Cc1nc(C)c(-c2csc(NCc3ccco3)n2)s1	-3.2	1.2	6.2	4.3	8.3	1.6	-6.5	10.3	2.5
COc1cccc(NC(=O)COc2ccccc2)c1	9.7	0.2	2.9	0.2	2.2	-2.2	-4.3	0.4	3.0
Cc1ccc2nc(-c3ccccc3)cc(C(=O)N3CCc4ccccc4C3)c2c1	1.7	7.5	-6.6	-4.7	-4.8	9.3	6.2	-0.1	-0.3
CCCOC(=O)Nc1ccc(S(=O)(=O)Nc2ncccn2)cc1	-0.9	-0.1	13.5	9.8	3.0	-4.1	-1.4	10.2	-1.1
CC1(NC(=O)Cn2cc(C(F)(F)F)ccc2=O)CCS(=O)(=O)C1 (configuration not stated)	16.0	0.2	3.1	-1.5	-2.3	1.7	4.2	-0.8	0.2
CCn1c2ccccc2c2cc(N=C3SC(CC(=O)Nc4ccccc4)C(=O)N3C)ccc21 (configuration not stated)	-4.6	0.5	-6.0	-9.1	0.6	3.4	2.4	4.7	-3.5
COc1cccc(CN(C)S(=O)(=O)c2cccs2)c1	15.4	1.7	-4.2	-2.1	4.6	1.1	-1.5	13.7	-5.8
CCOc1ccc(C(=O)n2cnnc2N)cc1	2.5	0.2	4.7	2.7	0.4	-1.5	-5.2	-6.0	-3.0
CCNC(=S)NNC(=O)c1csc(C(C)C)c1	7.0	1.3	5.0	-6.3	-7.8	-2.4	-4.4	12.9	-2.0
O=C(c1ccco1)N1CCN(C(c2ccc(Cl)cc2)c2nnnn2CC2CCCO2)CC1 (configuration not stated)	-0.2	0.8	-4.8	8.7	8.0	-1.5	7.5	15.5	-4.6
CCOC(=O)c1c(-c2ccc(Cl)cc2)cn2ccccc12	-0.2	-1.8	4.9	-1.1	-2.3	0.2	-25.8	-13.1	-2.9
COc1ccc2[nH]c3c(c2c1)CCN1C(=O)C(CC(=O)NCCCn2ccnc2)C[C@H](C(=O)N(C(C)C)C(C)C)[C@@]31C (some centres not stated)	-4.0	-0.3	8.2	-1.9	.	-0.8	-4.7	2.3	2.4
O=C(c1ccc(C(F)(F)F)cc1)N1CCC(=O)N(C(COCc2ccc(C(F)(F)F)cc2)Cc2ccccc2)CC1 (configuration not stated)	7.1	0.3	1.0	15.1	-2.9	0.6	-16.1	-2.8	-5.2
COc1ccc(-n2nccc2-c2nn(-c3cccc(OC)c3)c(=O)n(C)c2=O)cc1	-2.3	1.3	0.1	2.6	0.7	0.7	-7.2	2.9	-2.7

Reformatted with each value named: 2 of the compounds above.
O=C(c1ccc(C(F)(F)F)cc1)N1CCC(=O)N(C(COCc2ccc(C(F)(F)F)cc2)Cc2ccccc2)CC1 (configuration not stated)
  M5 antag: 7.1 | M4 ag: 0.3 | CHRM4 PAM: 1.0 | CHRM5 PAM: 15.1 | IDE cell inh: -2.9 | CRFR2-BP ag: 0.6 | CHRM4 antagonist: -16.1 | CRFR2-BP antag: -2.8 | M5 ag: -5.2
COc1ccc2[nH]c3c(c2c1)CCN1C(=O)C(CC(=O)NCCCn2ccnc2)C[C@H](C(=O)N(C(C)C)C(C)C)[C@@]31C (some centres not stated)
  M5 antag: -4.0 | M4 ag: -0.3 | CHRM4 PAM: 8.2 | CHRM5 PAM: -1.9 | IDE cell inh: . | CRFR2-BP ag: -0.8 | CHRM4 antagonist: -4.7 | CRFR2-BP antag: 2.3 | M5 ag: 2.4

More structures:
SMILES	M5 antag	M4 ag	CHRM4 PAM	CHRM5 PAM	IDE cell inh	CRFR2-BP ag	CHRM4 antagonist	CRFR2-BP antag	M5 ag
CC[C@@H]1C/C=C\Cc2ccccc2[C@H](C(=O)C[C@@H](O)CC(C)=O)OC1=O	12.3	1.0	0.7	1.2	-0.2	-0.8	12.3	-4.8	1.6
CN(CCc1ccccn1)C(=O)Nc1ccc(C(C)(C)C)cc1	0.2	0.0	-2.1	4.5	-1.5	-1.0	-8.4	-1.1	0.5
COc1ccc(C(C#N)=C2C=CC(=NO)c3ccccc32)cc1	5.6	-0.5	-5.4	-15.4	.	.	4.2	.	-5.6
Cc1cc(NC(=O)CSc2nc3c(sc4ccccc43)c(=O)n2CCCN2CCOCC2)n[nH]1	3.7	3.5	-2.5	-5.8	-0.1	2.2	2.2	-1.2	0.6
CCCC(=O)Nc1cccc(-c2nc3ccccc3c(=O)o2)c1	-0.3	-1.1	25.2*	10.2	4.7	0.7	5.9	-1.5	-1.4
O=C1NC[C@@H](CCCCN2C[C@H](Cc3ccc(O)cc3)N(CCc3ccc(O)cc3)C(=O)C2=O)N(CCc2ccccc2)C1=O	1.5	3.1	5.3	0.4	.	.	5.2	.	3.6
C/C(=N/n1cnnc1)c1cccnc1	-11.3	1.1	17.3	4.3	0.7	0.7	-1.8	-12.4	2.4
Nc1ncc([N+](=O)[O-])c(N2CCCCCC2)n1	10.5	2.1	-5.4	2.3	2.4	1.6	6.5	-26.6	-4.1
O=C(NCc1cccnc1)c1ccc(NC(=O)c2ccco2)cc1	4.7	-0.2	-9.5	3.9	6.7	-0.3	10.6	3.4	-9.3
C=CCOc1ccc(Br)cc1CNCCCN1CCOCC1	-2.1	0.8	-6.2	6.1	4.4	-1.6	3.4	-4.6	-8.6
CCCCn1c(N)c(N(CC(C)C)C(=O)c2cc3c(s2)CCC3)c(=O)[nH]c1=O	6.1	0.0	2.8	6.5	-0.2	-0.6	5.1	-13.2	-1.0
CCOc1cc([N+](=O)[O-])cc2c1C(=O)Nc1ccccc1O2	9.8	1.8	7.8	-3.5	2.4	4.3	-10.7	-16.6	-0.9
CCOc1ccccc1NC(=O)CSc1ccc(-c2sc(C)nc2C)nn1	0.2	17.7	-1.3	-12.1	6.4	0.4	1.0	-6.2	3.1
Cc1nn(C)cc1NC(=O)Cn1nc(C(F)(F)F)cc1C1CC1	5.8	-0.1	14.0	-2.0	-3.1	-1.7	3.3	3.4	0.3
O=C(NC1CCCC1)C(c1cccs1)N(C(=O)c1ccno1)c1ccccc1 (configuration not stated)	1.6	0.8	2.9	-0.2	2.6	2.1	-6.6	5.9	-8.8
Cc1nc2nc(N)nc(OCc3ccccc3)c2nc1C	3.0	0.3	5.1	11.4	3.2	-1.4	4.3	16.1	2.5
COc1ccc(S(=O)(=O)N2CC(C)N(C(=O)N(C)C)C2C)cc1 (configuration not stated)	18.6	0.3	0.7	-4.5	-6.2	0.7	5.1	0.8	-1.2
N=c1c(C(=O)NCc2ccccc2)cc2c(=O)n3ccccc3nc2n1Cc1ccco1	-8.9	1.9	-7.0	6.3	13.7	2.8	5.7	23.7	-7.6
COc1cccc(NS(=O)(=O)c2ccc(OC)c(OC)c2)c1	0.4	2.3	-8.2	-7.7	-2.9	0.1	12.7	-12.3	3.6
COCCN(C(=O)COC(=O)c1ccccc1NCc1ccco1)c1c(N)n(Cc2ccccc2)c(=O)[nH]c1=O	12.4	1.2	6.6	-0.7	0.7	-0.3	-11.2	-13.4	-0.3
O=C(Nc1ccc(N2CCOCC2)c(Cl)c1)c1ccc(Br)o1	11.3	15.1	-6.8	-37.5	1.2	-0.6	13.8	-0.9	-1.9
Cc1cc(S(=O)(=O)Nc2c(C)nn(C)c2C)c(Cl)cc1Cl	-3.9	6.7	-5.6	-2.6	0.2	-4.4	-17.0	3.4	-5.5
C[C@H](CO)N1C[C@H](C)[C@H](CN(C)C(=O)Nc2ccc(C(F)(F)F)cc2)Oc2ncc(Br)cc2C1=O	-2.1	2.7	0.2	1.1	.	1.5	-2.0	-10.3	1.0
CC(=O)Nc1ccc(C=NNc2nnc(NN=Cc3ccc(NC(C)=O)cc3)c3ccccc23)cc1	-1.5	0.7	-0.1	-2.2	.	1.0	-10.8	-7.2	1.8
COc1cc(C(=O)Nc2nc3ccc(C)cc3s2)ccc1OCc1c(C)noc1C	-6.2	1.9	-0.3	-4.9	2.7	-1.4	-5.9	-11.7	-1.1
CCCOc1ccc(-c2nnn(CC(=O)c3c[nH]c4ccccc34)n2)cc1	-15.2	9.1	13.4	10.3	1.6	1.9	-28.0	1.8	-1.4
CCN(CC(=O)NCc1cccs1)C(=O)Cc1ccc(Cl)c(Cl)c1	15.3	1.9	1.1	-7.2	-7.9	-0.2	-4.7	10.5	-5.1
O=C(OCc1ccccc1F)c1ccc2c(c1)OCCO2	1.0	-0.9	-4.2	4.7	-0.3	1.8	2.1	2.5	5.1
CNC(=O)c1oc(-c2ccccc2)nc1C	8.2	0.4	1.8	2.2	-0.9	-0.2	8.1	-3.0	0.9
O=C(N/N=C/c1c(O)n(-c2ccc(Cl)cn2)c(=O)c2ccccc12)C1CC1	-6.8	-0.8	4.4	1.5	1.2	2.3	-9.3	13.1	-4.1
Cc1ccc(CN2CCN(CC(=O)N=Nc3c(O)[nH]c4ccccc34)CC2)cc1	-3.0	1.6	-5.0	1.9	4.8	-2.4	5.8	-6.5	-5.4
N=C(N)SCc1ncccc1O	-12.9	-0.2	2.2	13.6	-1.4	-0.2	-8.6	7.3	-9.8
O=C(NCCO)OC1CC2CC1[C@H]1CCCCN1C2=O (some centres not stated)	-8.6	0.7	3.5	0.1	.	.	0.2	.	1.9
CCOC(=O)C(=O)c1csc(NC(=O)COc2ccc(N(C)S(=O)(=O)c3ccc(F)cc3)cc2)n1	-1.4	15.7	-14.7	-12.4	1.9	0.9	-6.8	2.8	8.1
O=c1cc(-c2ccccc2)nc2cc(-c3ccc(F)cc3)[nH]n12	9.7	20.5	-8.8	-12.8	1.4	-0.2	10.5	6.2	-0.8
CC1CCN(C(=O)CSc2nnc(CNC(=O)c3ccco3)o2)CC1	2.1	0.4	5.4	-1.1	2.3	-1.0	4.4	16.0	-1.1
CCN(CC)CCCN(C(=O)c1cccc(C)c1)c1nc(-c2ccc(OC)cc2)cs1	15.8	16.2	65.0*	-11.2	-2.6	7.3	35.3*	-38.2	-22.2
Cc1ccccc1-n1c(SCC(=O)N(C)C2CCS(=O)(=O)C2)nnc1-c1ccncc1 (configuration not stated)	13.4	1.7	5.8	6.7	2.2	5.6	-3.2	14.9	0.7
CC(C)N(CCCNC(=O)Cn1c(=O)c2cccn2c2ccc(F)cc21)Cc1ccccc1	-1.9	0.8	-0.6	-0.7	-0.7	-1.0	0.8	-13.6	-4.5
COc1cc(C(=O)NCC2CCCCC2)cc(OC)c1OC	8.0	12.1	-7.1	-4.6	-0.8	0.2	-1.1	9.0	0.7

Source: PubChem BioAssay (several laboratories)
